CBFb-RUNX1 inh: CBF-beta/RUNX1 interaction disruption. Q01196+Q13951. 230,000 tested, under 10 active. Potency, µM (series often up to 59.8 µM), without a hit: top-dose activity, negative = inhibition, actives largely listed as inhibitors. AlphaScreen CBFb-His/RUNX1-biotin binding, biochemical; note: % of control where 0% means no effect
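Read-out: AlphaScreen. Format: His-CBF-beta with biotinylated RUNX1 (30 nM each) preincubated 20 min, compound 15 min, Ni-chelate plus streptavidin beads 90 min; room temperature throughout.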
Epigenetic reg: regulators of epigenetic silencing causing reporter derepression in mouse cells | murine LDR cells, GFP reporter derepression, 30 h | Potency, µM (highest dose often 53.9 µM), without a hit: at the highest dose GFP activation, hits mostly activators | 280,000 tested, 0.2% active; note: potency is the fitted concentration of half-maximal effect; % of control where 0% means no effect; nearly all actives have a fitted effect of over 60% in size
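In this reporter-derepression format, murine cells bearing a silenced integrated CMV-GFP locus incubate with test compound (30 h, 37 C), then are washed and imaged; fluorescent objects of 20–120 um count as induced cells.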
NPSR antag: antagonists of human neuropeptide S receptor cAMP signaling; Q6W5P4; CHO-NPSR cells, cAMP TR-FRET, antagonist mode; Potency, µM (titrated, usually from 38.3 µM), for inactives: top-dose activity change, negative = inhibition, actives largely listed as inhibitors; 220,000 tested, 1% active; AID 1461; note: potency is the fitted concentration of half-maximal effect; % is set by controls: 0 for no effect and ±100 for the full control effect; nearly all actives have a fitted effect of over 50% in size; many of its hits are not listed in these tables
Target sequence (Q6W5P4 whole entry, looked up): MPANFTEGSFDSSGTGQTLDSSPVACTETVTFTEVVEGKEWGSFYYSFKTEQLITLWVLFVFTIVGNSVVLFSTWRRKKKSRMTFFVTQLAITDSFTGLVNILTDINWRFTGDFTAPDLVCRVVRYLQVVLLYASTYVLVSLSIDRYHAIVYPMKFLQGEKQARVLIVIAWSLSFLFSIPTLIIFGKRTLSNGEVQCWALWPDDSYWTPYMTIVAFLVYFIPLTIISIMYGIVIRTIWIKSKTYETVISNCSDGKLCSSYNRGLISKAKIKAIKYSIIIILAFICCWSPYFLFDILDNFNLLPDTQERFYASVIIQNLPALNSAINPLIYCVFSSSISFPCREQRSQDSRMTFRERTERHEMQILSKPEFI
IMPase Li cell: membrane-permeable IMPase blocker, potentiated with lithium; CHO-M1 cells, IP1 TR-FRET (IP-One), carbachol + lithium; Potency, µM (titrated, usually from 59.4 µM), inactives show at the highest dose activity, negative = IMPase inhibition, actives largely listed as inhibitors; 210,000 tested, 0.35% active; AID 1457;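 note: IP1 builds up when IMPase is blocked and the TR-FRET signal falls; potency is the fitted concentration of half-maximal effect; plate controls were basal vehicle for no effect and high inhibitor control for full effect; nearly all actives have a fitted effect of over 50% in size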
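Test compounds were applied to CHO-M1 cells previously cultured for 16–30 h at 2000 per well. A small lithium amount accompanied them; after 30 min at 37C, IP1 was quantified by TR-FRET.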
GLA spleen mod: inhibits or activates alpha-galactosidase in human spleen homogenate; AID 2107; human spleen homogenate, 4MU-alpha-Gal fluorescence, 40 min; Potency, µM (doses to about 80 µM), without a hit: at the top dose activity change, negative = inhibition, most hits filed as inhibitors; P06280; 240,000 tested, 0.008% active;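 note: potency is the fitted concentration of half-maximal effect; 0% = enzyme with vehicle and -100% = no enzyme basal signal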
Target sequence (P06280 32-429 limits assumed): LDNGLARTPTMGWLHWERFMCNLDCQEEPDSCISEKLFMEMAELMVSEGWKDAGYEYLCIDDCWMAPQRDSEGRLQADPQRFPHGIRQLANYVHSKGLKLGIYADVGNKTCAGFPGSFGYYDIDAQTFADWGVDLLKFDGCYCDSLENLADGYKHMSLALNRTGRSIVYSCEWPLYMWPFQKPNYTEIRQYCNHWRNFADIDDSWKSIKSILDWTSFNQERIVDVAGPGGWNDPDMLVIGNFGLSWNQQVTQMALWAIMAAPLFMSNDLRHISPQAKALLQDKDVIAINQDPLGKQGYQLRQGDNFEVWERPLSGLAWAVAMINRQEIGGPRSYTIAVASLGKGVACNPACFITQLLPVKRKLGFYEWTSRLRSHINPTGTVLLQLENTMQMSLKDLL
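Human spleen homogenate (1 ug) was the enzyme source, with 4-methylumbelliferyl-alpha-D-galactopyranoside (1 mM final) in pH 5.0 citrate buffer with 0.01% Tween-20. Compounds were titrated; after 40 min at 37C, NaOH/glycine stop, 4-MU fluorescence read; AC50 from Hill fits.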
KinaseGlo FLuc: blocks Kinase-Glo luciferase, a counter-screen artifact. Q27757. Kinase-Glo luciferase, ATP luminescence, 8 min. Potency, µM (titrated, usually from 38.3 µM), for inactives: top-dose activity change, negative = inhibition, hits mostly inhibitors. 200,000 tested, 0.28% active. AID 1379; note: potency is the fitted concentration of half-maximal effect; % is set by controls: 0 for no effect and ±100 for the full control effect; nearly all actives have a fitted effect of over 60% in size
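Luminescence was the read-out, taken after 8-minute incubation at ambient temperature. Luciferase turned over luciferin with 10 uM ATP in imidazole pH 7.2 buffer containing KCl, MgCl2, Tween 20 and BSA.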
LMNA splice mod: LMNA splicing modulation. 200,000 tested, 0.01% active. HeLa LMNA splicing GFP/RFP minigene ratio, 48 h. AID 1487. Potency, µM (doses to about 46.1 µM), for inactives: at the highest dose ratio change, negative = inhibition, most hits filed as inhibitors; active = well fitted inhibition curve with a large enough effect in the signal ratio, with a control signal flat, not every such curve was filed as active; inconclusive = small, poorly fitted or top-dose-only effect, or effect the other way, or a change in a side signal; the % refers to the signal ratio; note: potency is the fitted concentration of half-maximal effect; % is set by controls: 0 for no effect and ±100 for the full control effect
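S3 HeLa stable clones carrying a lamin A-EGFP splicing minigene plus DsRed2 were seeded at 600 cells/well in Opti-MEM with 2% FBS, pin-dosed and incubated 48 h at 37°C. Acumen cytometry (488 nm) gave the GFP/RFP total-intensity ratio.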
Starred values were filed as active, the others as inactive; ? = inconclusive; nt = not tested or not shown; [ ] = another dose, or the depositor's remark. Unless noted, calls come from the whole dose curve; as a rule, active = well fitted curve in the direction sought with a large enough effect; inconclusive = small, poorly fitted or top-dose-only effect, or another doubt; inactive = no such curve, though single readings can be large; an effect the other way counts as inactive or inconclusive. These rows are one share of the data; rates above refer to the full screens.

Below each compound – CBFb-RUNX1 inh | Epigenetic reg | NPSR antag | IMPase Li cell | GLA spleen mod | KinaseGlo FLuc | LMNA splice mod
> c1ccc(CN2CCC(N3CCN(Cc4ccc5c(c4)OCO5)CC3)CC2)cc1
 : 1% | -0.1% | 9% | nt | 9% | nt | nt
> Cc1ccccc1-n1nc2c(c1NC(=O)COc1ccc(Cl)cc1)CS(=O)C2 (configuration not stated)
 : -1% | 0.0% | 7%[46.1 µM] | -5%[38.3 µM] | 1% | 2% | 3%
> C[C@@H]1C(=O)O[C@@H]2CC34[C@H]5C[C@@H](C(C)(C)C)C36[C@H](OC(=O)[C@@H]6O)OC4(C(=O)O5)[C@@]12O (some centres not stated)
 : 23% | 0.2% | 4% | 0% | 0% | 1% | -4%
> CNc1n[nH]c(=S)s1
 : 4% | 0.1% | 7% | nt | 8% | nt | nt
> CC(C)Cc1ccc(C(C)C(=O)Nc2ncccn2)cc1 (configuration not stated)
 : 3% | -5.8% | 4% | 5% | -4% | 3% | ?
> COc1cc(-n2c(=O)c3ccccc3n(Cc3cccc(C)c3)c2=O)cc(OC)c1OC
 : 1% | -0.1% | -19% | -9% | -12% | -2% | 5%[46 µM]
> CCN(CC)c1ccc(NC(=O)c2ccccc2F)cc1S(=O)(=O)Nc1ccccc1OC
 : 6% | -1.8% | -9% | 10% | -4% | -3% | -10%
> COc1ccc(OC)c(-c2nnc(NC(=O)C(C)Sc3nncn3C)s2)c1 (configuration not stated)
 : 4% | 0.0% | -20%[46.1 µM] | 16%[38.3 µM] | 5% | -1% | -18%
> OCc1nnn(-c2cccc(C(F)(F)F)c2)c1CO
 : 3% | -2.4% | 4%[46.1 µM] | -1%[38.3 µM] | 2% | 0% | 4%
> COc1ccc(CCNC(=O)COc2ccc(-c3ccccc3)cc2)cc1OC
 : -3% | 1.0% | -21%[46.1 µM] | 10µM* | 1% | 1% | -10%
> COc1ccc(CNC(=O)c2ccc3c(c2)NC(=O)C(C)S3)cc1 (configuration not stated)
 : -5% | 1.1% | -8% | nt | -4% | nt | ?
> O=c1oc2ccccc2c(O)c1/C=N/c1ccccn1
 : 0% | -1.6% | -7%[46.1 µM] | -1%[38.3 µM] | 0% | ? | -6%
> C/C(=N/Oc1nc(C)cc(C)n1)c1ccc(F)cc1
 : 4% | -1.0% | 3%[46.1 µM] | 8%[38.3 µM] | -13% | 0% | 11%
> O=C(O)c1ccc(NC(=S)Nc2ccccc2)cc1
 : 0% | 1.0% | 7% | -6% | -11% | 2% | 12%
> Cc1ccc(N2CCOCC2)c2c1C(=O)c1ccccc1C2=O
 : 0% | 1.0% | -14% | -11% | -11% | ? | ?

Some of these compounds in order of length of the SMILES, largest number first:
Below each compound – CBFb-RUNX1 inh | Epigenetic reg | NPSR antag | IMPase Li cell | GLA spleen mod | KinaseGlo FLuc | LMNA splice mod
> COc1ccc(OC)c(-c2nnc(NC(=O)C(C)Sc3nncn3C)s2)c1 (configuration not stated)
 : 4% | 0.0% | -20%[46.1 µM] | 16%[38.3 µM] | 5% | -1% | -18%
> Cc1ccc(N2CCOCC2)c2c1C(=O)c1ccccc1C2=O
 : 0% | 1.0% | -14% | -11% | -11% | ? | ?
> C/C(=N/Oc1nc(C)cc(C)n1)c1ccc(F)cc1
 : 4% | -1.0% | 3%[46.1 µM] | 8%[38.3 µM] | -13% | 0% | 11%

Remaining list, next part
Below each compound – CBFb-RUNX1 inh | Epigenetic reg | NPSR antag | IMPase Li cell | GLA spleen mod | KinaseGlo FLuc | LMNA splice mod
> O=C(N/N=C/C=C/c1ccccc1[N+](=O)[O-])c1ccncc1
 : -4% | -1.6% | 41% | nt | -7% | nt | nt
> Cn1c(=O)c2c(nc(NCc3ccc4c(c3)OCO4)n2C)n(C)c1=O
 : -5% | 1.2% | -7%[46.1 µM] | 14%[38.3 µM] | 18% | 0% | -3%
> O=C(O)c1ccc(S(=O)(=O)c2ccc3c(c2)C(=O)N(c2ccc(O)cc2)C3=O)cc1
 : 12% | 0.0% | 12% | nt | 7% | nt | nt
> COc1ccc(C2NC(=O)NC(O)(C(F)(F)F)C2C(=O)c2ccccc2)cc1OC (configuration not stated)
 : -4% | 1.0% | -16%[46.1 µM] | -9%[38.3 µM] | -4% | 3% | 4%
> O=C(CCN1C(=O)/C(=C/c2cccs2)SC1=S)Nc1ccccn1
 : -4% | ? | -9% | 10% | 0% | 2% | ?
> COC(=O)c1ccc(CSc2nnnn2-c2ccc(C)cc2C)o1
 : -4% | 0.7% | -12%[46.1 µM] | -4%[38.3 µM] | 6% | -4% | ?
> C/C(CC(=O)NCCN1CCOCC1)=N\NC(=O)c1ccncc1
 : 0% | 0.5% | 35% | nt | 0% | nt | nt
> O=C(CCSCc1ccccc1F)NCc1cccs1
 : 0% | -0.8% | 5% | -1% | 1% | 0% | nt
> O=C1CC(Nc2ccc(N3CCOCC3)cc2)C(=O)N1c1ccccc1F (configuration not stated)
 : -9% | 3.9% | -21%[46.1 µM] | 15% | 1% | -2% | -9%
> CCCSC1=N/C(=C\c2ccc([N+](=O)[O-])o2)C(=O)S1
 : nt | -0.3% | -10% | 10% | 3% | -7% | nt
> CO[C@H]1C[C@@H]2C[C@H](O)C[C@@H](CC(=O)O[C@@H](/C=C\CC(C)C)C[C@@H]3CC[C@H](C)[C@@H](C1)O3)O2
 : 15%[13.1 µM] | 0.0%[10.1 µM] | nt | nt | -1%[17.5 µM] | nt | nt
> COc1cccc(-c2noc(C(C)n3nc(C)c([N+](=O)[O-])c3C)n2)c1 (configuration not stated)
 : -1% | 1.0% | -8%[46.1 µM] | 1%[38.3 µM] | -4% | 0% | -4%
> CCC(Sc1ncnc2c1nnn2-c1ccc(F)cc1)C(=O)OC (configuration not stated)
 : 0% | 15% | ? | -3%[38.3 µM] | 3% | -3% | 2%
> CCc1cccc(CC)c1NC(=O)CSc1nnc(C(C)C)n1CC
 : -4% | -1.0% | -1%[46.1 µM] | 13%[38.3 µM] | 2% | -1% | 8%
> O=C(C/C=N/OCc1c(Cl)cccc1Cl)c1cnc(-c2ccccc2)s1
 : -2% | -1.8% | -5%[46.1 µM] | -15%[38.3 µM] | -10% | 1% | -3%

Next part
structure | CBFb-RUNX1 inh | Epigenetic reg | NPSR antag | IMPase Li cell | GLA spleen mod | KinaseGlo FLuc | LMNA splice mod
O=C1CN(c2nc(-c3cccnc3)nc3scc(-c4ccccc4)c23)CCN1 | -11% | -1.4% | -9% | 3% | 2% | -2% | nt
COc1ccc(-c2nc3cnccn3c2NC(C)(C)CC(C)(C)C)cc1O | -8% | 5.9% | -49% | -5% | -5% | 0% | nt
CCOc1ccc(CN2CCNC(=O)C2CC(=O)NCCC2=CCCCC2)cc1 (configuration not stated) | 11% | 0.2% | 0% | 6% | 5% | -1% | nt
O=C(NC12CC3CC(CC(C3)C1)C2)c1ccc(=O)oc1 | -1% | 0.7% | 0%[46.1 µM] | -7%[38.3 µM] | -7% | -3% | 2%
Cc1ccc(N2C(=O)c3ccccc3C2(O)c2ncc[nH]2)cc1 (configuration not stated) | 5% | 3.4% | 1%[46.1 µM] | 4%[38.3 µM] | 15% | 5% | 6%
CCCCOC(=O)c1ccc(NC(=S)NC(=O)c2c(Cl)cnn2CC)cc1 | 3% | 8.6% | -21%[46.1 µM] | 22%[38.3 µM] | -7% | -7% | 7%
O=C(CNC(=O)c1ccco1)Nc1ccc(F)cc1 | 0% | 3.5% | 11% | 0% | -6% | 0% | nt
CC(=O)C1=C(C)NC(SCC(=O)c2ccccc2)=C(C#N)C1CC(C)C (configuration not stated) | 7% | -1.0% | -5%[46.1 µM] | 10µM* | 1% | -4% | 4%
Cc1ccc(S(=O)(=O)Cn2nnnc2C(c2ccccc2)N2CCN(c3ncccn3)CC2)cc1 (configuration not stated) | -3% | 0.0% | -12%[46.1 µM] | -2%[38.3 µM] | 0% | 10% | 8%
Cn1cnnc1SC(C(=O)Nc1cc(Cl)cc(Cl)c1)c1ccccc1 (configuration not stated) | 12% | -0.9% | -14%[46.1 µM] | 5% | 2% | 4% | -4%
c1cc2c(cc1C1CCCCC1)c1c3n2CCN[C@H]3CCC1 | 4%[21.7 µM] | -1.5% | nt | 15% | 6% | -3% | nt
O=S(=O)(NCc1csc(-c2cccs2)n1)c1ccccc1 | 4% | -1.4% | 3%[7.67 µM] | nt | -9% | nt | nt
CCN(CC(=O)NCc1ccc(F)cc1)CC(=O)Nc1ccc(S(=O)(=O)N2CCCC2)cc1 | 12% | 13% | -20% | 10% | 0% | -1% | -11%[46 µM]
CCc1ccc(N(C2C=CS(=O)(=O)C2)S(=O)(=O)c2ccccc2)cc1 (configuration not stated) | 4% | 1.6% | 1% | 8% | 0% | 2% | 14%
COc1ccc(CC(=O)N/N=C/c2ccc(-c3cccc(C(=O)O)c3)o2)cc1OC | -9% | 0.1% | -3% | nt | 0% | nt | nt
O=C(Nc1cccnc1Cl)c1cc([N+](=O)[O-])ccc1Cl | -2% | 3.9% | 0% | -12% | -2% | 0% | ?
CN(C(N)=S)c1ccccc1 | 2% | -1.0% | 5%[46.1 µM] | 6%[38.3 µM] | -8% | -1% | 12%
CS(=O)(=O)C1=C(O)C(=O)N(CCCC(=O)O)C1c1ccccc1F (configuration not stated) | -9% | 12% | -15%[46.1 µM] | ? | 4% | -8% | 12%
CCOC(=O)C1(Cc2cccc(OC)c2)CCN(Cc2ccccc2)CC1 | 5% | 0.1% | 11% | 14% | -17% | nt | nt
O=C(N/N=C/c1ccccn1)c1ccc(N/N=C/c2ccccn2)cc1 | ? | -2.8% | -17% | 17% | -8% | -6% | ?

Part of the list above, limited to CBFb-RUNX1 inh and Epigenetic reg:
SMILES | CBFb-RUNX1 inh | Epigenetic reg
C/C(=N/Oc1nc(C)cc(C)n1)c1ccc(F)cc1 | 4% | -1.0%
O=C(O)c1ccc(NC(=S)Nc2ccccc2)cc1 | 0% | 1.0%
Cc1ccc(N2CCOCC2)c2c1C(=O)c1ccccc1C2=O | 0% | 1.0%
O=C(N/N=C/C=C/c1ccccc1[N+](=O)[O-])c1ccncc1 | -4% | -1.6%
Cn1c(=O)c2c(nc(NCc3ccc4c(c3)OCO4)n2C)n(C)c1=O | -5% | 1.2%

Screening results: PubChem BioAssay, National Center for Advancing Translational Sciences (NCATS)
